# Screening results as filed in PubChem.
# EPAC2 agonist – qHTS for Agonist of cAMP-regulated guanine nucleotide exchange factor 4 (EPAC2): primary screen | AID 720711, 2013 | EPAC2 activation, biochemical qHTS; response scale: 100% = 6.5 mM cAMP response | 360,000 compounds, 0.079% hits | Rap guanine nucleotide exchange factor 4 (Homo sapiens), Q8WZA2 | Potency, µM (highest dose often 154 µM), without a hit: at the top dose activation, most hits filed as activators; also: nearly all actives have a fitted effect of over 50% in size
# Target sequence (Q8WZA2 whole entry, looked up): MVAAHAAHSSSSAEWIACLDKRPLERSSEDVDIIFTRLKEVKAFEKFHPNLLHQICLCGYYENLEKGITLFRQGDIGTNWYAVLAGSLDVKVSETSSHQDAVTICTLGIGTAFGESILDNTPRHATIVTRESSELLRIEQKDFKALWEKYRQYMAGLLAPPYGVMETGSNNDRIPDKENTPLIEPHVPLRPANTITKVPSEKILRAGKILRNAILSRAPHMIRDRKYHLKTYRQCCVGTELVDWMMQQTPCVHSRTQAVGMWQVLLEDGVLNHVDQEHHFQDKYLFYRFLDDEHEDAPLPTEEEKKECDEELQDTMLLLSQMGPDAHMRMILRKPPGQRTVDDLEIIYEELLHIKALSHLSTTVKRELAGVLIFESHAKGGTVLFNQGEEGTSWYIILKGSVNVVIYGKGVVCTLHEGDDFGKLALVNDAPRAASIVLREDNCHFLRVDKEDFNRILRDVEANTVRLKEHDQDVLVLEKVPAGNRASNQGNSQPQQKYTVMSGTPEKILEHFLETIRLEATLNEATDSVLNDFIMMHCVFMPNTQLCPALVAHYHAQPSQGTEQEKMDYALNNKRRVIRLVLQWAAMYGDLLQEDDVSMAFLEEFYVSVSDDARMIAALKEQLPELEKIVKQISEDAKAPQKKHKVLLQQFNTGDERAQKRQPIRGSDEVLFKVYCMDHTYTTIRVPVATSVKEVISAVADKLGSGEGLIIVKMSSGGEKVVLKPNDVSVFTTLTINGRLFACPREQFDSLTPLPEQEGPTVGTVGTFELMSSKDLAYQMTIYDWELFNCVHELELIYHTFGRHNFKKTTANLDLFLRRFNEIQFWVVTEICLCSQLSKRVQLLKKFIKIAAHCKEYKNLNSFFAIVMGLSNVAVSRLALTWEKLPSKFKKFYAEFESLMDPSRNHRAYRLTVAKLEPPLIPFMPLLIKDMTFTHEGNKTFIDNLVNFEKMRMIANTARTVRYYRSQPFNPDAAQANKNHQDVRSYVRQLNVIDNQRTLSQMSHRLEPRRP
#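 Guanine nucleotide exchange by EPAC2 is measured as reduced fluorescence of BODIPY-GDP once it is released from 250 nM Rap1B. Plates are read kinetically for 30 min at room temperature; results are scaled to 6.5 mM cAMP.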
# EPAC2 antag – qHTS for Antagonist of cAMP-regulated guanine nucleotide exchange factor 2 (EPAC2): primary screen. Rap guanine nucleotide exchange factor 4 (Homo sapiens), Q8WZA2. AID 720708, 2013. Potency, µM (doses to about 114 µM), without a hit: top-dose activity, negative = inhibition, hits mostly inhibitors. 360,000 compounds, 0.18% hits. EPAC2 GEF exchange of Rap1B-BODIPY-GDP, fluorescence; also: % is scaled to controls: 0 for no effect and ±100 for the full control effect; nearly all actives have a fitted effect of over 45% in size; many of its hits are not listed in these tables
# EPAC1 antagonist – qHTS for Antagonist of cAMP-regulated guanine nucleotide exchange factor 3 (EPAC1): primary screen; 360,000 compounds, 0.14% hits; Potency, µM (highest dose often 115 µM), for the others: at the top dose activity change, negative = inhibition, most hits filed as inhibitors; EPAC1 GEF assay, Rap1b-BODIPY-GDP exchange fluorescence; Rap guanine nucleotide exchange factor 3 (Homo sapiens), O95398;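 also: plate controls were vehicle for no effect and positive control for full effect; nearly all actives have a fitted effect of over 50% in size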
# FUS yeast rescue – qHTS for Suppressors of FUS Proteinopathy: Primary screen using FUS-linked yeast assay; S. cerevisiae FUS-expressing, growth rescue, OD600, 24 h; Potency, µM (doses to about 76.6 µM), for inactives: top-dose growth rescue (activation), usual class: activators; 390,000 compounds, 0.24% hits;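 also: plate controls were DMSO vehicle for no effect and reference control for full effect; nearly all actives have a fitted effect of over 55% in size; some results filed as inactive show a strong effect at the top dose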
#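 Restored growth of FUS-toxic S. cerevisiae, read as 600 nm absorbance after 24 h at 30C in galactose medium (starting OD 0.005). Controls CP55940 and DMSO.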
# EPAC1 agonist – qHTS for Agonist of cAMP-regulated guanine nucleotide exchange factor 3 (EPAC1): primary screen; Potency, µM (highest dose often 154 µM), for the others: top-dose activation, hits mostly activators; AID 720707, 2013; EPAC1 agonist qHTS, biochemical assay; response scale: 100% = response to 6.5 mM cAMP; Rap guanine nucleotide exchange factor 3 (Homo sapiens), O95398; 360,000 compounds, 0.073% hits; also: nearly all actives have a fitted effect of over 60% in size
#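 Compounds were pinned as a concentration titration into mixtures of EPAC1 (100 nM), BODIPY-GDP-loaded Rap1B (250 nM) and GDP (50 uM). After 5 min at room temperature, fluorescence was followed for 30 min; activity was scaled to 6.5 mM cAMP.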
# aSyn rescue – qHTS of alpha-syn Inhibitors; 370,000 compounds, 0.14% hits; Potency, µM (series often up to 46.1 µM), without a hit: at the top dose growth rescue (activation), most hits filed as activators; Yeast expressing alpha-synuclein, growth rescue, BacTiter-Glo, 24 h; also: % of control where 0% means no effect; nearly all actives have a fitted effect of over 65% in size
#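 Readout is rescue of growth in alpha-synuclein-expressing yeast, so inhibitors of toxicity appear as activators. Growth after 24 hr at 30 deg C in galactose medium is quantified by luminescence.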
# PTHR1 ag – qHTS for PTHR1 Agonists: Primary Screen; Potency, µM (top dose mostly 115 µM), without a hit: at the highest dose activation, actives largely listed as activators; Parathyroid hormone/parathyroid hormone-related peptide receptor (Homo sapiens), Q03431; AID 743266, 2014; 410,000 compounds, 0.075% hits; HEK293 GP2 PTHR1 cells, GloSensor cAMP luminescence, 1 h; also: nearly all actives have a fitted effect of over 55% in size; some results filed as inactive show a strong effect at the top dose; inactives centre near -15; many of its hits are not listed in these tables
#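 HEK-293-derived GP2 cells expressing PTHR1 and a GloSensor cAMP reporter, 3,000/well, plated overnight, given luciferin plus IBMX (each 0.5 mM as added) for 1 h at 37 °C, then compound for 1 h at 37 °C. Luminescence was read after 15 min at room temperature.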
# TDP43 rescue – qHTS of TDP-43 Inhibitors. TDP-43 expressing yeast growth rescue, BacTiter-Glo, 24 h. Potency, µM (series often up to 46.1 µM), for the others: top-dose growth rescue (activation), most hits filed as activators. 410,000 compounds, 1.8% hits; also: % of control where 0% means no effect; nearly all actives have a fitted effect of over 50% in size
#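 Growth rescue of TDP-43-toxic yeast measured as ATP luminescence (BacTiter-Glo). Cells grown to mid-log in raffinose, induced in galactose at OD600=0.02, exposed to compound 24 hr at 30 deg C.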
# Numbers without * were called inactive; i = inactive; ? = inconclusive; . = not tested or not shown; & = joins results of further samples; [ ] = another dose, or the depositor's remark. Calls follow the shape of the dose curve; as a rule, active = well fitted curve in the direction sought with a large enough effect; inconclusive = small, poorly fitted or top-dose-only effect, or another doubt; inactive = no such curve, though single readings can be large; an effect the other way counts as inactive or inconclusive. Potency is read from the fitted curve at half-maximal effect.
smiles	EPAC2 antag	EPAC1 antagonist	aSyn rescue	PTHR1 ag	EPAC2 agonist	EPAC1 agonist	FUS yeast rescue	TDP43 rescue
CCC(=O)Nc1ccc(NC(=O)CSc2nnnn2Cc2ccccc2)cc1C	6%	4%	-4%	i	3%	2%	-10%	-5%
Cc1ccc(S(=O)(=O)N2CCN(Cc3ccccc3)CC2)c(C)c1N(C)S(=O)(=O)c1ccccc1	9%	-15%	14%	-25%	-1%	3%	12%	3%
CC(=O)COc1ccc2c(-c3ccccc3)cc(=O)oc2c1C	-8%	-6%	-15%	-20%	-1%	0%	4%	?
CCOC(=O)c1nn(-c2ccccc2)c(=O)c2c(NC(C)=O)scc12	5%	7%	-3%	1%	2%	5%	1%	3%
CC(O)c1nc2cc([N+](=O)[O-])ccc2n1Cc1ccccc1 (centres undefined)	-12%	-30%	4%	-37%[inhibitor]	0%	11%	-6%	7%
Cc1ccc(CSc2nc3c(c(N(C)C)n2)CCCC3)cc1	0%	-3%	-20%	-38%[inhibitor][57.5 µM]	8%	0%	-5%	13%
N#Cc1ccc(S(=O)(=O)NC2CCN(Cc3ccccc3)CC2)cc1	6%	1%	-2%	i	5%	9%	0%	2%
O=C(CCCN1C(=O)/C(=C/c2ccccc2OC(F)F)SC1=S)Nc1cccnc1	1%	2%	15%	i	11%	11%	22%	?
Cn1c(=O)[nH]c(=O)c2c1nc(N1CCC(Cc3ccccc3)CC1)n2Cc1ccccc1	-8%	?	0%	i	12%	-13%	10%	5%
c1ccc(-c2n[nH]nc2-c2ccccc2)cc1	7%	-4%	19%	i	10%	-7%	27%	?
C=CCn1c(N)cc(=O)nc1SCC(=O)Nc1ccc(C(=O)OC)cc1	6%	-6%	-3%	i	3%	-4%	19%	12%
CCC(COC)NC(=O)c1ccc(OC)c(OC2CCN(C(C)=O)CC2)c1 (centres undefined)	1%	10%	3%	i	11%	15%	-19%	5%
COc1cccc(N(CC(=O)NCc2ccccc2)C(=O)CCC(=O)Nc2nccs2)c1	-5%	13%	1%	i	6%	8%	-10%	-3%
CN(C(=O)c1cccs1)c1ccc(OCC(=O)N2CCC(C(N)=O)CC2)cc1	12%	9%	3%	-28%	8%	10%	-23%	21%
C[C@@H]1CCCCO[C@H](CN(C)Cc2ccc(C(=O)O)cc2)[C@@H](C)CN([C@H](C)CO)C(=O)c2cc(N(C)C)ccc2O1	24%	-4%	-4%	10%	7%	-13%	-9%	16%
CN(C)c1ccc(S(=O)(=O)N2CCCCC2)cc1NC(=O)CCNC(=O)c1ccc(Cl)cc1	-1%	-9%	1%	-3%	5%	5%	.	23%
O=S(=O)(c1ccc(Cl)cc1)N1CCCC1c1nc(-c2ccc(Cl)cc2)no1 (centres undefined)	3%	-10%	19%	-37%[inhibitor]	3%	6%	17%	-4%
CCCCC1CCC(C(=O)Nc2ccc(S(=O)(=O)Nc3nccs3)cc2)CC1 (centres undefined)	-7%	-3%	0%	-20%	4%	?	-8%	-9%
CCC1CCCCN1S(=O)(=O)c1ccc2[nH]c(=O)ccc2c1 (centres undefined)	-11%	-3%	?	i	3%	-9%	-9%	13%
COc1cc(NC(=O)c2cc(-c3ccc4c(c3)OCO4)on2)cc(OC)c1OC	-5%	-12%	-1%	i	-3%	-2%	-1%&32%	26%&9%
CCCC(CC)Sc1nc2c([nH]1)c(=S)n(C)c(=O)n2C (centres undefined)	-2%	-3%	7%	-32%[inhibitor]	-6%	-4%	.	35µM*
C=CCOC(=O)C1=C(C)NC(=O)NC1c1ccc2c(c1)OCO2 (centres undefined)	5%	-15%	7%	-5%	-1%	-11%	-20%	5%
O=C(CCCCCCCC(=O)NNC(=O)Nc1ccccc1)NNC(=O)Nc1ccccc1	13%	-17%	2%	-10%	5%	-8%	32%	0%
CCc1ccccc1OCC(=O)Nc1ccc(S(N)(=O)=O)cc1	-4%	-8%	1%	i	3%	11%	15%	3%
CCc1noc(C)c1C(=O)N(CC(C)C)c1c(N)n(Cc2ccccc2)c(=O)[nH]c1=O	12%	1%	1%	i	12%	0%	7%	-16%

# (continued)
smiles	EPAC2 antag	EPAC1 antagonist	aSyn rescue	PTHR1 ag	EPAC2 agonist	EPAC1 agonist	FUS yeast rescue	TDP43 rescue
CC(C(=O)NCc1ccccc1)N1C(=O)C2CC=C(Cl)CC2C1=O (centres undefined)	-2%	5%	5%	i	-9%	-4%	-13%	9%
COc1ccc(CCC(=O)OC(C)C(=O)c2ccc(C)cc2)cc1 (centres undefined)	-9%	6%	-12%	-8%	23%	13%	-1%	27%
Fc1cccc(NC(=S)NCCc2ccccc2)c1	-7%	-4%	-8%	i	5%	2%	-3%	-4%[0.397 µM]
Cc1cccc(N/N=C/c2ccncc2)c1	-13%	8%	-3%	i	15%	6%	9%	21%
O=C(CCCN1C(=O)/C(=C/c2cccs2)SC1=S)Nc1cccc(O)c1	-4%	-10%	-4%	-14%	19%	16%	10%	-5%
CC(C)CCN1CCN(Cc2cccn2-c2ccc(Cl)cn2)CC1CCO (centres undefined)	2%	1%	-3%	i	1%	5%	27%	-3%
CCOC(=O)c1sc(=S)n(C)c1NC(=O)c1ccccc1Cl	4%	-5%	-27%	-15%	4%	0%	.	?
O=C(CN1C(=O)c2cccc3cccc(c23)C1=O)NCCCO	11%	-10%	-4%	-5%	15%	5%	-9%	8%
CCOC(=O)Cc1csc(NC(=O)c2ccc3ccccc3n2)n1	15%	22%	-14%	-18%	3%	4%	37%	-6%
Cn1c(CN2CCCCC2)nc2cc([N+](=O)[O-])ccc21	1%	16%	0%	i	14%	6%	44%	-10%
CC(C)N(Cc1ccccc1)C(=O)CN1C(=O)NC2(CCOc3ccccc32)C1=O (centres undefined)	-11%	-10%	-5%	-24%	7%	-2%	21%	5%
Cc1onc(-c2c(Cl)cccc2Cl)c1C(=O)NC(C)(C)CO	-4%	2%	1%	6%	7%	0%	14%	-9%
Cn1c(=O)c2[nH]c(C(O)c3ccc(Cl)cc3)nc2n(C)c1=O (centres undefined)	-12%	-24%	5%	i	7%	8%	.	-1%
CCOC(=O)c1c(C2COc3ccccc3O2)csc1NC(=O)c1ccco1 (centres undefined)	7%	-6%	-31%[inhibitor]	26%[57.5 µM]	-1%	7%	4%	-20%
NC(=O)C1CCN(C(=O)/C=C/c2ccccc2[N+](=O)[O-])CC1	-3%	-14%	3%	i	1%	9%	4%	-9%
O=C(COc1ccc(Cl)cc1)Nc1nc(-c2cccs2)cs1	-6%[57.1 µM]	4%	-2%	-22%[57.5 µM]	18%	8%	-3%	?
Cc1c(C)c2ccc(OCC(=O)NCCCn3ccnc3)c(C)c2oc1=O	6%	2%	-5%	i	5%	1%	-8%	-1%
C[C@@H]1CN([C@H](C)CO)S(=O)(=O)c2ccc(C#C[C@@H](C)O)cc2O[C@@H]1CN(C)Cc1ccc(-c2ccccc2)cc1	-7%	4%	2%	-9%	1%	1%	23%	0%
Cc1cc(C)cc(Nc2ccc([N+](=O)[O-])nc2[N+](=O)[O-])c1	-1%	4%	0%	-22%	-4%	-1%	-6%	-2%
COc1ccc(NC(=O)c2ccco2)c(OC)c1	21%[57.1 µM]	-6%	-1%	i	0%	3%	2%	-13%
O=C(NCC1CCCO1)c1ccccc1-c1nc(-c2ccccc2)no1 (centres undefined)	?	-14%	5%	-20%	7%	4%	-38%	6%

# Structures from the list above with a Cl atom (8):
smiles	EPAC2 antag	EPAC1 antagonist	aSyn rescue	PTHR1 ag	EPAC2 agonist	EPAC1 agonist	FUS yeast rescue	TDP43 rescue
CN(C)c1ccc(S(=O)(=O)N2CCCCC2)cc1NC(=O)CCNC(=O)c1ccc(Cl)cc1	-1%	-9%	1%	-3%	5%	5%	.	23%
O=S(=O)(c1ccc(Cl)cc1)N1CCCC1c1nc(-c2ccc(Cl)cc2)no1 (centres undefined)	3%	-10%	19%	-37%[inhibitor]	3%	6%	17%	-4%
CC(C(=O)NCc1ccccc1)N1C(=O)C2CC=C(Cl)CC2C1=O (centres undefined)	-2%	5%	5%	i	-9%	-4%	-13%	9%
CC(C)CCN1CCN(Cc2cccn2-c2ccc(Cl)cn2)CC1CCO (centres undefined)	2%	1%	-3%	i	1%	5%	27%	-3%
CCOC(=O)c1sc(=S)n(C)c1NC(=O)c1ccccc1Cl	4%	-5%	-27%	-15%	4%	0%	.	?
Cc1onc(-c2c(Cl)cccc2Cl)c1C(=O)NC(C)(C)CO	-4%	2%	1%	6%	7%	0%	14%	-9%
Cn1c(=O)c2[nH]c(C(O)c3ccc(Cl)cc3)nc2n(C)c1=O (centres undefined)	-12%	-24%	5%	i	7%	8%	.	-1%
O=C(COc1ccc(Cl)cc1)Nc1nc(-c2cccs2)cs1	-6%[57.1 µM]	4%	-2%	-22%[57.5 µM]	18%	8%	-3%	?

# 3 compounds from above, ordered by the number in EPAC1 agonist, lowest first.
canonical_smiles	EPAC1 agonist
CCOC(=O)c1c(C2COc3ccccc3O2)csc1NC(=O)c1ccco1 (centres undefined)	7%
O=C(COc1ccc(Cl)cc1)Nc1nc(-c2cccs2)cs1	8%
COc1ccc(CCC(=O)OC(C)C(=O)c2ccc(C)cc2)cc1 (centres undefined)	13%

# Some of the compounds tested; the hit share may differ from the screen's.
